# From PubChem
# MT1-MMP act inh = blocks activation of human MT1-MMP | P50281 | actives 0.061% (n = 360,000) | HT1080 RFP-PRO-GFP cells, GFP/RFP ratio fluorescence, overnight; percent of plate control window, DMSO zero | AID 651647 | GFP/RFP ratio change, % at 20 µM;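 active = GFP/RFP ratio change of at least 30% with cell ATP level not reduced by more than half and red fluorescence within 50% of control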; also: strong numbers were not always called active
#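 system = RFP-PRO-GFP reporter HT1080 cells | dosing = 20 µM single dose, 1% DMSO | timing = overnight cell settling, then overnight compound exposure, 37 °C, 5% CO2 | read-out basis = GFP/RFP fluorescence ratio | controls = DMSO and RFP-L50D-GFP cell wells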
# CendR NRP1 mod = alters CendR peptide binding to human NRP-1; O14786; FAM-RPARPAR peptide binding to NRP-1, fluorescence polarization; inhibition, % at 25 µM; actives 0.85% (n = 360,000); AID 602438;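 active = inhibition or corrected inhibition above about 18%, plus a signal ratio from 0.5 to 1.5, limit read from the data, passing the limit was not always enough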; also: strong numbers were not always called active
# SKN-1 inh = C. elegans SKN-1 inhibition. AID 624304. inhibition, % at 21.8 µM. C. elegans VP596 Pgst-4::GFP/RFP ratio, acrylamide-induced, 24 h. actives 0.49% (n = 360,000);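 active = interference check ratio from 0.5 to 1.5 plus GFP to RFP signal ratio inhibition reaching or exceeding a fixed threshold, cut at about 30% in these data, passing the limit was not always enough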; also: some compounds called inactive have numbers as strong as hits
# MsrA inhibitor = inhibits bovine methionine sulfoxide reductase A; inhibition, % at 15.5 µM; AID 651718; actives 0.75% (n = 360,000); purified bovine MsrA, absorbance read-out; in the data active = inhibition above about 4.5%;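 also: 0% = vehicle wells with enzyme and 100% = reference inhibitor wells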
# E coli Lon inh = inhibits E. coli Lon protease | P0A9M0 | purified E. coli Lon protease, fluorescence polarization | inhibition, % at 7.94 µM | actives 0.42% (n = 360,000) | AID 602123; in the data active = inhibition above about 13%, passing the limit was not always enough;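 also: 0% = enzyme with probe and DMSO and 100% = no enzyme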
# MLLE-PAM2 inh = inhibitors of microRNA-mediated deadenylation, human PABP1 MLLE binding; GST-MLLE / FITC-PAM2 fluorescence polarization; P11940; actives 0.36% (n = 360,000); AID 588489; inhibition, % at 20 µM; in the data active = inhibition above about 35%, passing the limit was not always enough;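 also: plate controls were DMSO wells with GST-MLLE for no effect and wells lacking GST-MLLE protein for full effect; some results filed as inactive read as strong as hits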
# FAS-TE inh = FAS thioesterase (human) inhibition; inhibition, % at 15 µM; actives 0.67% (n = 360,000); recombinant FAS-TE, OMFH fluorogenic substrate, fluorescence endpoint; P49327;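 active = compounds whose normalised, plate-corrected inhibition of enzyme fluorescence in the single-dose primary screen is 50% or more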;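 also: 0% = DMSO with enzyme and 100% = substrate without enzyme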
# Target sequence (P49327 whole entry, looked up): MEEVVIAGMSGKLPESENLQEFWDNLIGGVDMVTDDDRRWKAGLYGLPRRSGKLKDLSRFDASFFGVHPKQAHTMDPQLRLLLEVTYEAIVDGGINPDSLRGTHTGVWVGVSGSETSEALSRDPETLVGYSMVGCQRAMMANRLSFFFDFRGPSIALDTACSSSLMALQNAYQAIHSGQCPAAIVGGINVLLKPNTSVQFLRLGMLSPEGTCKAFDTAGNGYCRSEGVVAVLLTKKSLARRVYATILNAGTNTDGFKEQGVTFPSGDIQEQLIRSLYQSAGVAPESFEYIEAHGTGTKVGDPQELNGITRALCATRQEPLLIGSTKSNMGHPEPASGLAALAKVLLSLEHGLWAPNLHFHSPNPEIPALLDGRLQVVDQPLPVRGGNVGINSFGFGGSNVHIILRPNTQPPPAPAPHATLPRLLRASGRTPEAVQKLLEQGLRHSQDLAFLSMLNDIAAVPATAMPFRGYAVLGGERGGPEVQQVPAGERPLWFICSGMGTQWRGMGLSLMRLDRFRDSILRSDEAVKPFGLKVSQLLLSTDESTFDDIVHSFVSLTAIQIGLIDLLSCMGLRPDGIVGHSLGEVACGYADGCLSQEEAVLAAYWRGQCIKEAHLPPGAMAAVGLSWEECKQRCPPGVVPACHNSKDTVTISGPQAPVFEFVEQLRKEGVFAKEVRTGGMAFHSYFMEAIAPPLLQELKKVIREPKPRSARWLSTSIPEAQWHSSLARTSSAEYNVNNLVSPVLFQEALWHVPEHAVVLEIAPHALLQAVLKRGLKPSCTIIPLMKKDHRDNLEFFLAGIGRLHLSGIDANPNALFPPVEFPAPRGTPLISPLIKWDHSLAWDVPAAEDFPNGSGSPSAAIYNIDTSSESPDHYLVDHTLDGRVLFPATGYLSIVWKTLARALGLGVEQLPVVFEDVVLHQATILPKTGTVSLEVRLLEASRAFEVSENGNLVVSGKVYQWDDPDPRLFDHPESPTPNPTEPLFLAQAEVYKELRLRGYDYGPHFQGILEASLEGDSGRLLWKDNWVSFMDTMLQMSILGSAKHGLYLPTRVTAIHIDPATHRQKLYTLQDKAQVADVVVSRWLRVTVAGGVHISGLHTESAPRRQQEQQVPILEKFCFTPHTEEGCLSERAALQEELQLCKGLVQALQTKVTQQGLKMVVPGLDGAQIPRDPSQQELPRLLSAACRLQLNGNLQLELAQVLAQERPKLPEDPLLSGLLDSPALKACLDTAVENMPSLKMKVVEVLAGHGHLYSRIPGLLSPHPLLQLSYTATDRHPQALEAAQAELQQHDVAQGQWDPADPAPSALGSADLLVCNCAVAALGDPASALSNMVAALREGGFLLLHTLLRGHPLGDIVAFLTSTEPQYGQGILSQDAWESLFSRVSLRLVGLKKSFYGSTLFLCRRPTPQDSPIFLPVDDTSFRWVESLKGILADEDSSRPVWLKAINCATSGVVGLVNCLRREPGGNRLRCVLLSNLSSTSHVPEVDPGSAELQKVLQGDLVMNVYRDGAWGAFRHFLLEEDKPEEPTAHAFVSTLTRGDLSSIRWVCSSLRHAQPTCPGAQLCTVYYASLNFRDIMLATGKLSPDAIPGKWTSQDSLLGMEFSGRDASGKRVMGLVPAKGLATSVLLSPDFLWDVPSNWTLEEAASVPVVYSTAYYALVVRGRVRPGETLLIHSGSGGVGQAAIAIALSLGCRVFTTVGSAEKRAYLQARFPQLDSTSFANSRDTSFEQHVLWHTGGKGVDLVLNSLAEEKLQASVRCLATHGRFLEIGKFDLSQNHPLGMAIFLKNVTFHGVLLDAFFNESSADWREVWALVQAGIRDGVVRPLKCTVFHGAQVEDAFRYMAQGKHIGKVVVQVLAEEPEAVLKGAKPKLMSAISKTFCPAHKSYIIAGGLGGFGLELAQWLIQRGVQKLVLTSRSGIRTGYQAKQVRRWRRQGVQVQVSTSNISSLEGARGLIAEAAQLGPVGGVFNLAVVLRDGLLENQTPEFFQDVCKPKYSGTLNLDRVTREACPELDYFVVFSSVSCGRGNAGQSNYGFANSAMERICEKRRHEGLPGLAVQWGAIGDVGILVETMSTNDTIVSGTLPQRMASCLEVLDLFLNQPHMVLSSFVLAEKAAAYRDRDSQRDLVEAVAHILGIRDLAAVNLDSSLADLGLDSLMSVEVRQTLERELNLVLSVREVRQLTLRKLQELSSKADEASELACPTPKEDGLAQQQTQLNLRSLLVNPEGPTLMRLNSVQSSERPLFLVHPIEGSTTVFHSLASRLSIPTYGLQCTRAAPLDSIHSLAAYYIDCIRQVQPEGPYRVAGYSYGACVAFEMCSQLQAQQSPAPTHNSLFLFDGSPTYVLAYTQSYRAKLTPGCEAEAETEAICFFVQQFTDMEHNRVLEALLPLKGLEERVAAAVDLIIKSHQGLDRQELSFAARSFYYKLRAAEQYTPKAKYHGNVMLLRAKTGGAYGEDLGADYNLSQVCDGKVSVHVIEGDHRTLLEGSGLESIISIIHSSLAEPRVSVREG
# bovine MsrA act = activators of bovine methionine sulfoxide reductase A; actives 0.3% (n = 360,000); AID 602163; purified bovine MsrA, absorbance read-out; activation, % at 10.6 µM; in the data active = activation above about 7.5%;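 also: 0% = vehicle and 100% = reference activator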
# TbMetRS inhib = Trypanosoma brucei MetRS inhibition; purified T. brucei MetRS, ATP depletion, Kinase-Glo luminescence; inhibition, % at 11.9 µM; actives 0.4% (n = 360,000); AID 624268;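 active = inhibition above a per-plate cutoff of the control wells' mean inhibition plus 3 SD, cut at about 5.5% in these data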;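 also: 0% = DMSO wells median and 100% = median of wells with control inhibitor compound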
#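 Assay system: T. brucei methionyl-tRNA synthetase, purified | Medium: HEPES buffer with MgCl2, KCl, DTT, spermine, BSA, pyrophosphatase | Compound: 11.9 µM single point | Incubation: 15 min enzyme-compound preincubation, 2 h reaction, 10 min detection, 25 °C | Measured by: Kinase-Glo luciferase luminescence reporting remaining unconsumed ATP | Measure: % inhibition normalized to control-well medians | Replication: Singlicate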
# Starred values were filed as active, the others as inactive; . = not tested or not shown. This is a random part of the collection; any-hit rate near 4%.
SMILES,MT1-MMP act inh,CendR NRP1 mod,SKN-1 inh,MsrA inhibitor,E coli Lon inh,MLLE-PAM2 inh,FAS-TE inh,bovine MsrA act,TbMetRS inhib
Cc1cc2c(C)nc(N/N=C/c3ccccc3)nc2o1,9,-5,-5,3.0,10,0,-10,-11,-1.3
O=C(c1cc(-c2ccco2)on1)N1CCCc2ccccc21,-1,-28,14,-0.3,-15,0,-1,-11,-1.1
O=C(c1cccc([N+](=O)[O-])c1)N1CCCC(C(=O)N2CCCCC2)C1 (centres undefined),2,1,-4,-1.5,-11,7,-1,-3,-0.2
[N-]=[N+]=NC(c1ccccc1)C(NC(=O)c1cc(C(F)(F)F)cc(C(F)(F)F)c1)c1ccccc1 (centres undefined),-21,9,-7,1.8,3,.,16,-5,-0.6
O=S(=O)(NCc1cc(-c2ccccc2Cl)no1)c1ccc(Cl)cc1,-1,-7,-14,0.9,-3,-5,12,-7,-0.6
O=C1CCN(S(=O)(=O)c2ccccc2)C2CCCCC12 (centres undefined),2,7,-23,0.8,-3,7,-6,0,-0.2
Cc1c(NC(=O)c2nn(C)c(=O)c3ccccc23)c(=O)n(-c2ccccc2)n1C,0,-5,-14,0.6,8,-3,-6,2,-0.3
CCOC(=O)C(Cc1ccccc1)C(=O)NCc1ccccc1 (centres undefined),-2,5,-4,-0.8,-2,7,-1,-6,-1.1
CCN(CC)S(=O)(=O)c1cccc(C(=O)Oc2cccc(NC(=O)c3cccs3)c2)c1,3,-5,-6,0.3,-4,-2,28,-5,0.2
CCN1CCN(c2cc(C)c3cc(NC(=O)CCC(=O)Nc4ccc(OC)c(OC)c4)ccc3n2)CC1,.,10,-2,1.8,7,1,-2,-11,-1.4
COc1ccccc1OCCCC(=O)Nc1nnc(C2CCCO2)s1 (centres undefined),1,12,6,-0.2,-4,8,-12,-5,-0.2
Cc1ccccc1NC(=O)N1CCc2ccccc2C1,2,0,13,0.4,-1,-1,-3,-3,-0.2
Cc1cc(C(=O)N2CCCc3ccccc32)no1,-1,6,7,-0.5,-9,6,-8,-1,-0.4
CCOC(=O)CSc1nc(NCc2ccco2)c2ccccc2n1,1,-13,-5,-0.2,-3,-16,0,-2,-0.5
CC(CCc1ccccc1)NC(=O)CSc1cccc[n+]1[O-] (centres undefined),-1,6,-10,-0.9,-3,-8,-5,-3,-0.8
CC(=O)Nc1ccc(C=NNC(=O)C2CC2)cc1,-1,6,14,0.2,-6,6,-7,-1,0.2
O=S(=O)(c1cnc(Cl)c(Br)c1)N1CCc2ccccc21,-8,-6,-10,-0.2,-1,-9,33,-2,-0.1
COc1cccc(C=Nc2ccc3c(c2)CCC3)c1O,-1,-4,2,-0.3,-1,0,-3,-2,-0.8
CCOC(=O)N1CCC(NC(=O)CCS(=O)(=O)c2ccc3c(c2)CCN3C(C)=O)CC1,-1,3,-5,-0.9,-9,6,-7,-12,-0.3
CN(C)CCCC(=O)c1ccc2c(c1)OCO2,4,7,4,-0.4,-9,4,-5,0,0.4
COc1cc2nc(=S)n3[nH]c(CCn4c(C)nc5ccccc54)nc3c2cc1OC,12,-24,1,-0.1,3,-25,-4,0,0.4
COC(=O)c1ccc2nc(-c3cccc(Br)c3)c(Cc3ccccc3)n2c1,-9,-8,-5,-0.6,-3,.,20,-1,-0.5
Cc1ccc(Cc2c(-c3ccc(F)cc3)nc3ccc(Cl)cn23)cc1,-13,-8,8,0.4,5,32,10,-2,0.1
COCCn1c(=NC(=O)c2ccccc2[N+](=O)[O-])sc2cc(S(C)(=O)=O)ccc21,2,-2,0,2.9,-14,7,2,-7,-1.1
CCN(CC)C(=O)C1CCCN(Cc2ccc3c(c2)OCO3)C1 (centres undefined),7,12,-3,-0.6,-2,-3,-8,0,-0.5

# Ordered by molecular weight (smallest number first): some entries from above.
SMILES,MT1-MMP act inh,CendR NRP1 mod,SKN-1 inh,MsrA inhibitor,E coli Lon inh,MLLE-PAM2 inh,FAS-TE inh,bovine MsrA act,TbMetRS inhib
COc1ccccc1OCCCC(=O)Nc1nnc(C2CCCO2)s1 (centres undefined),1,12,6,-0.2,-4,8,-12,-5,-0.2
COC(=O)c1ccc2nc(-c3cccc(Br)c3)c(Cc3ccccc3)n2c1,-9,-8,-5,-0.6,-3,.,20,-1,-0.5
CCOC(=O)N1CCC(NC(=O)CCS(=O)(=O)c2ccc3c(c2)CCN3C(C)=O)CC1,-1,3,-5,-0.9,-9,6,-7,-12,-0.3

# Next compounds
SMILES,MT1-MMP act inh,CendR NRP1 mod,SKN-1 inh,MsrA inhibitor,E coli Lon inh,MLLE-PAM2 inh,FAS-TE inh,bovine MsrA act,TbMetRS inhib
Oc1ccc(-c2nc3ncccn3c2Nc2ccc3c(c2)OCCO3)cc1,3,-10,10,0.9,-2,3,11,-1,-0.1
CN(C)c1ccc(CN2CCCCCC2)cc1,2,-7,-10,-0.8,12,8,-4,4,-1.2
CCCCN(C(=O)Cn1nnc2ccccc21)C(C(=O)NCc1ccco1)c1ccncc1 (centres undefined),6,14,-32,0.1,-4,-1,4,-18,-0.4
Cc1ccc(S(=O)(=O)Nc2nc(C)cc(N/N=C/c3ccc(O)cc3)n2)cc1,-8,4,3,9.3*,3,-12,-4,-8,-0.2
FC(F)(F)c1cccc(-c2nnc(-c3ccccc3)c(N3CCOCC3)n2)c1,5,15,-10,2.2,-3,1,12,-12,-0.9
CCCn1c(=O)c2ccccc2n2c(SCC(=O)N3CCc4ccccc4C3)nnc12,-1,-5,6,0.3,1,-70,-5,-3,-0.4
COc1ccc([N+](=O)[O-])cc1NCc1ccccc1C,13,-7,7,-1.5,-8,6,25,3,0.1
CC(C)(Oc1ccc(Cl)cc1)C(=O)NCCCn1ccnc1,5,-5,12,1.7,2,0,-12,-1,-0.4
O=C(CCCOc1ccc(Cl)cc1Cl)N/N=C/c1ccccc1O,-5,-2,0,-0.8,4,7,15,-2,37*
COc1ccc(-n2ncc3c(=O)n(CC(=O)NC(C)C)cnc32)cc1,0,3,10,0.3,4,4,-7,-8,-1.3
COc1cccc(NC(=O)CC2S/C(=N\S(=O)(=O)c3ccccc3)N(c3ccccc3)C2=O)c1 (centres undefined),1,-6,4,1.0,-2,5,18,-3,-0.1
COc1ccc(CCCC(=O)NC2CCCCC2C)c(C)c1 (centres undefined),5,-11,4,0.4,-3,-111,-2,-2,-0.6
COc1ccc(N2CCN(C(=O)COC(=O)CNC(=O)c3cccc(OC(F)F)c3)CC2)cc1,1,-6,8,0.9,14,-3,-7,-1,-0.4
O=C(Nc1ccc([N+](=O)[O-])cc1)c1nc[nH]c1C(=O)NC1CCCCC1,0,-17,12,0.9,4,-3,7,-5,-0.1
CC(C)N(Cc1nc(-c2ccc3c(c2)OCO3)no1)Cc1nccn1C,-1,-8,11,-0.2,4,-10,0,-5,-0.5
O=C(Nc1ccc(C(=O)O)cc1)/C(=C\c1ccc([N+](=O)[O-])cc1)NC(=O)c1ccco1,3,2,2,4.3,-8,-4,-4,-2,-0.2
Cc1ccccc1-n1cc(CNC(=O)C2CCC(=O)N(C3CC3)C2)cn1 (centres undefined),6,-1,-7,-0.2,2,-7,-5,-6,-0.5
CC(C)CCN1CCN(Cc2cccn2-c2cccnc2)CC1CCO (centres undefined),0,1,-9,0.8,6,-8,-2,0,-0.1
O=C(NC(Cc1ccccc1)C(=O)N1CCCCCC1)c1ccccc1 (centres undefined),-3,12,-8,0.6,3,-13,2,-3,-0.2
COCCNc1nc(Oc2cccc3ccccc23)c2sccc2n1,4,2,-18,-0.3,-8,0,17,-1,-0.1
Cc1cnc(NC(=O)CC2CCCC2)s1,-8,11,11,-0.8,0,12,-2,-8,-0.5
O=C(COc1ccc(Br)cc1)Nc1ccc(N2CCOCC2)cc1N1CCOCC1,-4,14,-8,0.2,-2,2,2,-1,-0.2
COc1ccc(NC(=O)CCOc2cc(C)ccc2C)cc1S(=O)(=O)N1CCCCC1,-2,-14,15,0.2,4,-3,18,-1,0.9
C=CCNC(=O)CSc1nc2scc(-c3ccco3)c2c(=O)n1CC=C,1,-13,3,1.1,5,-14,8,-4,-0.6
CCOc1ccc(C(=O)C(C)=O)c(OCC)c1,-1,6,13,3.3,3,-5,-1,-6,-0.8

# Quoted at random: 2 records from the list, in no set order.
SMILES,MT1-MMP act inh,CendR NRP1 mod,SKN-1 inh,MsrA inhibitor,E coli Lon inh,MLLE-PAM2 inh,FAS-TE inh,bovine MsrA act,TbMetRS inhib
O=S(=O)(NCc1cc(-c2ccccc2Cl)no1)c1ccc(Cl)cc1,-1,-7,-14,0.9,-3,-5,12,-7,-0.6
O=C(c1cc(-c2ccco2)on1)N1CCCc2ccccc21,-1,-28,14,-0.3,-15,0,-1,-11,-1.1

# Next structures follow:
SMILES,MT1-MMP act inh,CendR NRP1 mod,SKN-1 inh,MsrA inhibitor,E coli Lon inh,MLLE-PAM2 inh,FAS-TE inh,bovine MsrA act,TbMetRS inhib
C=CCn1c(=O)/c(=C\c2ccsc2)s/c1=C(/C#N)C(=O)NCCN1CCOCC1,1,-128,-5,.,-6,-7,-12,0,0.4
O=C(c1cc2ccccc2oc1=O)N(Cc1cccs1)C1CCS(=O)(=O)C1 (centres undefined),1,2,-7,1.4,-3,-2,-4,-10,-1.3
CCOc1cc(/C=N/NC(=O)c2ccncc2)ccc1OC(=O)c1ccc([N+](=O)[O-])cc1,9,0,6,1.5,6,-13,10,-2,-0.4
CCOC(=O)C1CCN(C(=O)CCc2nnc3ccc(N4CCN(C)CC4)nn23)CC1,11,2,9,-0.1,-11,-7,-5,-2,-0.6
COC(=O)C1=CN(c2ccc3c(c2)OCO3)C(N)=C(C#N)C1c1ccc(-c2ccccc2)cc1 (centres undefined),13,-18,-1,0.3,.,.,.,.,-0.9
CCc1nnc(NS(=O)(=O)c2ccc(N=Cc3c(C)[nH]n(-c4ccc(C)c(C)c4)c3=O)cc2)s1,5,-25,12,2.8,2,15,1,-4,-3.0
O=c1[nH]c2cc(Cl)ccc2c(O)c1-c1cccc(Oc2ccccc2)c1,-2,3,5,1.6,-7,-14,2,-3,-0.9
COc1ccc(C(=O)Nc2ccc(OCC(F)(F)C(F)F)c(C(F)(F)F)c2)cc1OC,8,13,4,-0.4,6,11,26,1,-0.4
CSc1nnc(C)c(/C=C/Nc2ccc(F)cc2)n1,-7,-75,1,0.9,-26,-75,1,-6,-1.7
O=C(c1cccc(NC2=NC3CS(=O)(=O)CC3S2)c1)N1CCN(c2cccc(Cl)c2)CC1 (centres undefined),-4,1,2,0.7,-16,-125,-4,-1,1.1

# Quoted from the listing:
# CCOC(=O)C1CCN(C(=O)CCc2nnc3ccc(N4CCN(C)CC4)nn23)CC1 – MsrA inhibitor: -0.1
# CCc1nnc(NS(=O)(=O)c2ccc(N=Cc3c(C)[nH]n(-c4ccc(C)c(C)c4)c3=O)cc2)s1 – E coli Lon inh: 2
# C=CCn1c(=O)/c(=C\c2ccsc2)s/c1=C(/C#N)C(=O)NCCN1CCOCC1 – TbMetRS inhib: 0.4
